Arrestin-AP2 inh: inhibitors of beta-arrestin/AP2 binding, primary screen, biochemical, GPCR trafficking, flow cytometry; 340,000 tested, 0.31% active; FITC-arrestin peptide / GST-AP2 beads; AP2 beta2 appendage carries R879A mutation; inhibition, % at 10 µM; AID 504490, 2011; beta-arrestin 1 C-terminal peptide binding to AP2 beta2-adaptin appendage (human);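 active means inhibition above a set limit, near 3 SD of compounds lacking own fluorescence, cut at about 54% in these data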;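 further: plate controls were DMSO wells for no effect and 5 µM unlabelled arrestin peptide for full effect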
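System: GST-AP2 R879A bound to glutathione beads, E. coli-expressed. Also added: 50 nM FITC-arrestin peptide. Schedule: compound with beads 12 min RT, then probe 1 h RT. Signal: bead flow cytometry, FITC channel. Read-out basis: percent response.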
RTF Ca sens inh: cardiac RTF calcium sensitivity inhibitors, primary screen, biochemical, IANBD-TnC fluorescence, EC70 calcium; Troponin I, cardiac muscle (Homo sapiens) + Troponin T, cardiac muscle (Homo sapiens) + …; IANBD-labeled cardiac RTF, Ca2+ fluorescence; inhibition, % at 7.15 µM; 340,000 tested, 0.12% active; AID 493244, 2011;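 active means inhibition above the mean inhibition of all tested compounds plus 3 SD, cut at about 17% in these data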;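 further: assay run at fixed EC70 calcium of 1.6 mM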
SR-BI HDL uptake: inhibitors of SR-BI mediated HDL lipid uptake, primary screen, ldlA[mSR-BI] cells, fluorescence, single point. Scavenger receptor class B member 1 (Mus musculus), Q61009. ldlA[mSR-BI] CHO cells, DiI-HDL uptake fluorescence, 3 h. inhibition, % at 12.5 µM. 320,000 tested, 0.96% active;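 active means mean replicate inhibition of at least 70% and a set share of replicates each scoring 70 or more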;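 further: 0% = median of neutral control wells and 100% = median of positive control wells; values of inactives mirror those of a sister screen read the other way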
LANA DNA inh: inhibitors of KSHV C-LANA binding to DNA, primary screen, biochemical, fluorescence polarization, FAM-LBS DNA, MBP-C-LANA, single point; 340,000 tested, 0.078% active; inhibition, % at 9 µM; Kaposi's sarcoma herpesvirus LANA C-terminal domain (residues 932-1162) DNA binding;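 active means highest replicate inhibition at or above 60% at 9 µM, even if other replicates fall short; inactive means all replicates below 60% inhibition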;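 further: 0% = neutral control wells and 100% = 4 µM acridine orange control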
PvdQ acylase: P. aeruginosa PvdQ acylase inhibitors, primary screen, biochemical, fluorescence, plate reader and imaging, single point; purified PvdQ acylase; AID 488965, 2010; 340,000 tested, 0.063% active; inhibition, % at 10 µM; PvdQ acylase [Pseudomonas aeruginosa LESB58]; in the data active means inhibition above about 30%, passing the limit was not always enough;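 further: 0% = vehicle neutral wells and 100% = reference inhibitor wells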
DAGLB inhibitor: DAGLB lipase inhibitors, primary screen, biochemical, fluorescence, HTS; Diacylglycerol lipase-beta (Homo sapiens), Q8NCG7; HEK293T DAGLB membrane lysate, EnzChek fluorogenic substrate; inhibition, % at 5.17 µM; 340,000 tested, 0.059% active; AID 504411, 2011; in the data active means inhibition above about 34%;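 further: 0% = enzyme with vehicle and 100% = wells lacking enzyme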
Target sequence (Q8NCG7 whole entry, looked up): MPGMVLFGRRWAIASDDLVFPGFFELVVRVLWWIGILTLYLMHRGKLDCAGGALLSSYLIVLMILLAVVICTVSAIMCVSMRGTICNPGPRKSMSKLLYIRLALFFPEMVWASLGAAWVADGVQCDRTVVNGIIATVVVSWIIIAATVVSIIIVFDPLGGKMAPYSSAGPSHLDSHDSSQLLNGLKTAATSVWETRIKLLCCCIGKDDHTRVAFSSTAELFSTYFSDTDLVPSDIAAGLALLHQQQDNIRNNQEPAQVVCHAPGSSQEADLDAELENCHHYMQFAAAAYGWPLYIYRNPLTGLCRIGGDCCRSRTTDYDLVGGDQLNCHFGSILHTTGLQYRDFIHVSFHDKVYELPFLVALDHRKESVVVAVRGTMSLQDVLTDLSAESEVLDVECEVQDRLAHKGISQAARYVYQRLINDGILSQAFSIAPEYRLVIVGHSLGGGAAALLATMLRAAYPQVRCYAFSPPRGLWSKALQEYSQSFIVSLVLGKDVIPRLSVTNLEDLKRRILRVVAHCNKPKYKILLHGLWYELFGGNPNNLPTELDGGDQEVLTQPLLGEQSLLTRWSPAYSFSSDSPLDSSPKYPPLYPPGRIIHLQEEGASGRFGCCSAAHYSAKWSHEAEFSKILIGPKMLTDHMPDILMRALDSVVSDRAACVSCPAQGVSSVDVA
SR-BI uptake up: activators of SR-BI mediated DiI-HDL uptake, primary screen, ldlA[mSR-BI] CHO cells, DiI fluorescence; 3 h; 100 = double the neutral-control signal; activation, % at 12.5 µM; 320,000 tested, 0.096% active;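 active means mean replicate activation of at least 60% and every replicate at or above 60%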;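 further: 0% = median plate neutral-control signal and 100% = twice that signal; values of inactives mirror those of a sister screen read the other way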
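Test system: SR-BI-overexpressing, LDLR-lacking CHO cells. Measured by: DiI fluorescence, bottom read. Medium: Ham's F12 with 0.5% BSA, HEPES 25 mM, pH 7.4. Timing: 3 h uptake period with compound, 37 °C.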
Keap1-Nrf2 PPI: Keap1-Nrf2 protein-protein interaction inhibitors, primary screen, biochemical, fluorescence polarization, single point. inhibition, % at 9.4 µM. AID 504523, 2011. Keap1 Kelch-Nrf2 peptide fluorescence polarization, 1536-well. 340,000 tested, 0.15% active. Kelch-like ECH-associated protein 1 (Homo sapiens), Q14145; in the data active means inhibition above about 12%;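 further: human Keap1 Kelch domain with fluorescein labeled Nrf2 9mer peptide probe; 0% = neutral control wells and 100% = peptide positive control; higher means more block of Keap1 binding to Nrf2 peptide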
PKA-R2B act: activators of PKA-R2B holoenzyme, primary screen, biochemical, fluorescence polarization, Cy5-IP20, human; AID 504700, 2011; 340,000 tested, 0.079% active; activation, % at 11.4 µM; PKA-R2B holoenzyme dissociation; R2B truncated from residue 108, S112A mutant; 0% DMSO only, 100% 113 µM cGMP;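 active means activation above a cutoff set at the mean over all compounds plus 3 SD, cut at about 18% in these data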;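 further: higher means more holoenzyme dissociation and a rise in polarization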
Target sequence (P31323 whole entry, looked up, other chains not shown, the tested form may be a part): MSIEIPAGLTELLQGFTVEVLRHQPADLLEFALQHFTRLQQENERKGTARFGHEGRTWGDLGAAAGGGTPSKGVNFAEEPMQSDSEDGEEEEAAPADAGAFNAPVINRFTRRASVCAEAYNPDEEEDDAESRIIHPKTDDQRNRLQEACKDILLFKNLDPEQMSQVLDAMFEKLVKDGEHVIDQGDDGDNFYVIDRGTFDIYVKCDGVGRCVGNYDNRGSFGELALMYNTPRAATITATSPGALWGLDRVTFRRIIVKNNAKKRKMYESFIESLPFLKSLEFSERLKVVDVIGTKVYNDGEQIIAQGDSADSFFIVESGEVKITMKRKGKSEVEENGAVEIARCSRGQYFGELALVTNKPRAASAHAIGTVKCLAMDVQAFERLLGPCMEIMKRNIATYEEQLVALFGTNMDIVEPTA
NSD2 HMT inh: NSD2 histone methyltransferase inhibitors, primary screen, biochemical, AlphaScreen, single concentration, set 2. Histone-lysine N-methyltransferase NSD2 (Homo sapiens), O96028. NSD2 peptide methylation, 120 min. 310,000 tested, 0.54% active. inhibition, % at 12.5 µM. AID 743445, 2014; in the data active means inhibition above about 50%
Starred values were filed as active, the others as inactive; nt = not tested or not shown.

Arrestin-AP2 inh	RTF Ca sens inh	SR-BI HDL uptake	LANA DNA inh	PvdQ acylase	DAGLB inhibitor	SR-BI uptake up	Keap1-Nrf2 PPI	PKA-R2B act	NSD2 HMT inh	Structure
35.7	8.5	-10.5	-0.6	0.0	-1.4	10.5	2.3	-5.8	5.9	CCN(CC)C(=O)Cn1cc(C(=O)C(=O)N2CCN(Cc3ccccc3)CC2)c2ccccc21
-5.2	2.3	-2.4	-1.3	6.7	0.9	2.4	-0.1	-1.1	0.2	CC(=O)N1CCN(C(=O)CSc2ncnc3sc(C)c(C)c23)CC1
3.3	-3.0	nt	-1.0	23.7	4.6	nt	-3.9	-9.6	nt	COc1ccc(C2c3c(-c4ccccc4)n[nH]c3C(=O)N2c2ccc(C(=O)O)cc2)cc1 (stereo not drawn)
29.2	5.5	3.9	0.4	9.3	-1.1	-3.9	2.8	1.1	1.5	O=c1c(C(c2ccc(Cl)cc2)c2c(O)nc3n(c2=O)CCCS3)c(O)nc2n1CCCS2
-1.5	-5.6	-13.1	-0.6	-10.7	1.4	13.1	-6.7	-3.2	-1.5	O=C(CSc1nnc2ccccn12)NNC(=O)c1ccc(F)cc1
3.4	0.6	-11.7	0.0	-10.1	3.1	11.7	-2.1	-2.4	-0.7	Cc1cc(Cl)ccc1N=c1ssnc1Cl
-12.8	-20.6	-13.7	2.8	-11.7	0.6	13.7	4.7	-8.9	6.3	COc1cc2c(c(OC)c1OC)-c1ccc(SC)c(=O)cc1C(NC(=O)C(F)(F)F)CC2 (stereo not drawn)
-5.7	-2.9	-11.9	-1.0	-3.8	5.2	11.9	-8.3	-6.1	7.7	CCc1nnc(NS(=O)(=O)c2ccc(NC(=O)c3cccc([N+](=O)[O-])c3)cc2)s1
24.7	16.8	-19.6	-0.7	-13.8	2.8	19.6	-3.4	2.5	-2.7	Nc1nc(SCC(=O)Nc2ccccc2Sc2ccc(Cl)cc2)n[nH]1
5.4	-19.6	13.5	-1.4	-0.4	1.4	-13.5	3.3	-8.6	27.8	CCCNC(=O)C1CCN(c2ccc(S(=O)(=O)N3CCOCC3)cc2Cl)CC1
1.1	1.8	-10.5	-1.9	-10.8	-4.1	10.5	-8.2	7.2	nt	Cc1ccccc1C(=O)N1CCCN(C(=O)c2ccccc2C)CC1
7.1	-7.3	59.5	0.1	-8.9	-1.4	-59.5	-1.4	-7.8	2.4	CCOc1ccc(CCNC(=O)c2cn(C)c3ccc(S(=O)(=O)N4CCOCC4)cc3c2=O)cc1OCC
-0.5	-10.7	-3.9	2.7	-10.0	1.2	3.9	3.0	-9.2	-1.0	CN1C(=O)N(S(=O)(=O)c2ccc(F)c(F)c2F)C(=O)C1(C)C
-13.7	-4.8	-8.6	0.6	-7.1	-0.1	8.6	3.4	-3.6	0.7	O=C(CSc1nnc2c(n1)[nH]c1ccccc12)NCc1ccco1
-11.0	2.0	-9.1	1.9	-11.6	-1.3	9.1	-5.2	10.1	-0.4	O=C(c1cccc(OC2CCN(Cc3cccc(OCCO)c3)CC2)c1)N1CCCC1
-5.8	-19.3	43.5	0.5	-9.5	-0.6	-43.5	-1.8	-8.9	3.5	CC(=O)c1ccc(-c2ccc(C(=O)NCC(c3ccc(F)cc3)N3CCOCC3)o2)cc1 (stereo not drawn)
10.2	-10.8	-2.4	-1.8	-12.3	-3.6	2.4	-3.2	-2.2	-0.8	COc1cc2c(cc1OC)CN(CC(=O)Nc1ccc(F)cc1F)CC2
46.8	-7.6	59.7	-1.7	-7.4	0.5	-59.7	-3.8	-0.8	nt	CCOC(=O)N1CCC(NC(=O)c2ccc3c(c2)sc2nc(-c4ccccc4)cn23)CC1
26.8	-11.5	-17.2	0.5	-4.5	1.3	17.2	-2.1	-6.7	-2.2	CN(Cc1cccs1)C(=O)/C=C/c1ccccc1[N+](=O)[O-]
29.7	-2.0	63.6	-0.6	-0.5	0.5	-63.6	4.6	-6.3	0.7	O=C(COc1ccc(S(=O)(=O)N2CCCC2)cc1Cl)N1CCN(c2ccccc2)CC1
7.9	-0.9	21.3	0.8	0.3	-1.7	-21.3	0.1	3.2	7.7	CCOc1ccc(C2=Nn3c(nnc3-c3ccccc3OC)SC2)cc1
-23.2	-6.0	nt	-0.3	-12.2	-0.8	nt	-0.1	2.4	1.5	Cc1cccc(OCC(=O)NCCCNC(=O)c2ccccn2)c1
-22.7	-10.9	11.3	-0.8	-20.9	0.9	-11.3	2.2	4.7	0.2	COC(=O)CNC(=O)C1Cc2ccccc2CN1S(=O)(=O)c1ccc(F)cc1 (stereo not drawn)
2.0	-3.1	32.0	2.2	-8.2	-0.1	-32.0	-3.2	6.0	1.3	CN1CCN(c2ccc(NC(=O)c3sc4ccccc4c3Cl)cc2)CC1
16.0	2.8	31.0	1.1	7.2	-6.3	-31.0	1.0	-1.5	-7.2	CCOc1nc(C)cc(C)c1S(=O)(=O)c1ccc(Cl)cc1
19.8	7.4	-6.5	-2.3	-0.5	0.5	6.5	-0.6	-5.5	1.8	CN(C(=O)COC(=O)CSc1ccc([N+](=O)[O-])cc1)C1CCS(=O)(=O)C1 (stereo not drawn)
6.6	3.5	45.8	-1.8	-12.5	-7.6	-45.8	-1.1	4.2	-0.2	O=C(CCSc1nc(-c2ccco2)cc(C(F)(F)F)n1)N1CCN(c2ccccc2)CC1
10.4	4.8	17.9	0.6	10.5	0.1	-17.9	-0.3	3.3	1.0	CSc1cccc(NC(=O)CN(c2cccc(C)c2)S(C)(=O)=O)c1
-2.4	-6.9	-3.1	-2.8	-14.2	-0.5	3.1	-0.8	-6.5	-5.4	COc1ccc(S(=O)(=O)NC2CC2)cc1Cl
19.7	-2.6	5.5	3.1	-7.3	11.8	-5.5	-5.9	7.4	-1.7	Cc1ccc(-n2c(C)cc(-c3csc(N)n3)c2C)cc1
-6.9	-0.1	-5.5	-0.8	-8.5	0.6	5.5	1.0	-7.9	0.4	CCN(CC(=O)Nc1ccc(OC)cc1)C(=O)c1ccc(N2C(=O)CCC2=O)cc1
15.6	8.7	-25.0	-1.1	-4.9	-1.0	25.0	-3.3	3.7	-0.4	N#CC1(NC(=O)CSc2nc3ncc(Cl)cc3[nH]2)CCCCC1
45.1	-1.0	13.5	0.2	5.7	-0.5	-13.4	-2.3	-4.3	-0.5	O=C(CNc1ccc(F)cc1)N/N=C/C1CC=CCC1 (stereo not drawn)
5.8	-14.7	3.0	0.9	-6.5	-0.9	-3.0	-4.0	-5.6	nt	O=S(=O)(c1cccs1)n1cccn1
36.9	-0.4	2.4	1.2	0.6	-0.2	-2.4	3.6	-6.9	5.9	O=C(Oc1cccc2c(O)cccc12)c1ccco1
-19.6	-6.9	-14.7	0.9	16.1	-2.6	14.7	3.7	-11.9	-1.8	Clc1ccc(OCCSc2ncccn2)cc1
-4.0	-5.3	-1.3	0.1	-9.7	-8.0	1.3	1.4	1.1	-0.7	Cc1cc(C(=O)N/N=C/c2ccc(Cl)c([N+](=O)[O-])c2)c(C)n1-c1ccc(F)cc1
3.4	-0.1	-0.7	1.2	-6.5	-10.5	0.7	2.2	0.4	-15.3	COc1cccc(NC(=O)c2ccccc2Oc2ccccc2)c1
-7.5	-7.6	-10.0	-1.7	2.6	1.2	10.0	-1.0	4.3	-1.6	O=C(CNC(=O)[C@@H]1Cc2ccccc2CN1)Nc1ccc2c(c1)OCCO2
18.1	-9.3	1.2	0.0	0.0	-1.9	-1.2	2.0	5.0	-3.8	CCNC(=O)COc1cc(C)c(Cl)c(C)c1

Three entries already listed, sorted by the number in RTF Ca sens inh, ascending:
Arrestin-AP2 inh	RTF Ca sens inh	SR-BI HDL uptake	LANA DNA inh	PvdQ acylase	DAGLB inhibitor	SR-BI uptake up	Keap1-Nrf2 PPI	PKA-R2B act	NSD2 HMT inh	Structure
18.1	-9.3	1.2	0.0	0.0	-1.9	-1.2	2.0	5.0	-3.8	CCNC(=O)COc1cc(C)c(Cl)c(C)c1
-4.0	-5.3	-1.3	0.1	-9.7	-8.0	1.3	1.4	1.1	-0.7	Cc1cc(C(=O)N/N=C/c2ccc(Cl)c([N+](=O)[O-])c2)c(C)n1-c1ccc(F)cc1
36.9	-0.4	2.4	1.2	0.6	-0.2	-2.4	3.6	-6.9	5.9	O=C(Oc1cccc2c(O)cccc12)c1ccco1

(next part)
Arrestin-AP2 inh	RTF Ca sens inh	SR-BI HDL uptake	LANA DNA inh	PvdQ acylase	DAGLB inhibitor	SR-BI uptake up	Keap1-Nrf2 PPI	PKA-R2B act	NSD2 HMT inh	Structure
6.3	12.8	10.2	2.7	7.1	22.7	-10.2	-3.1	-11.5	-0.6	CN(C)c1ccc(/C=C/C(=O)c2ccc(C(C)(C)C)cc2)cc1[N+](=O)[O-]
-7.0	-8.8	-27.8	-0.2	-12.5	-0.1	27.8	1.9	-3.3	2.4	CN(CCOC(=O)C1c2ccccc2Oc2ccccc21)C(C)(C)C
-7.6	-7.0	-35.7	0.4	-1.5	-1.2	35.7	1.0	-3.6	-3.7	COc1cc(CN2CCNC(=O)C2CC(=O)NC2CCCC2)cc(OC)c1 (stereo not drawn)
-11.1	-18.4	-10.7	-0.1	-4.0	4.8	10.7	-1.5	-5.3	4.0	CCCn1c(C)cc(/C=C(\C#N)C(=O)OCC(=O)N(C)c2c(N)n(Cc3ccccc3)c(=O)[nH]c2=O)c1C
3.6	0.8	-4.4	1.6	-2.6	2.5	4.4	-3.1	-9.8	0.3	Cc1nnc(N(C)C(=O)c2ccncc2)s1
-4.0	-13.5	37.2	0.5	-15.9	-3.5	-37.2	-6.0	1.4	39.2	CCCCN(CC)CCCNC(=O)c1ccc(CS(=O)(=O)c2c(Cl)cccc2Cl)o1
-10.4	-39.0	3.2	3.2	-11.8	-7.6	-3.2	-5.7	2.5	nt	Cc1nc(-c2ccc(Cl)cc2)sc1C1(C)CC(c2ccc(F)cc2)=NO1 (stereo not drawn)
-7.9	-15.3	-26.3	-2.7	2.3	-1.5	26.3	-3.0	-6.6	-0.9	CC1CCc2cc(F)ccc2N1C(=O)CCC(=O)O (stereo not drawn)
4.2	-1.8	-10.0	0.6	-0.5	-4.2	10.0	4.0	-8.0	nt	COc1cccc(C(=O)Nc2nnc(-c3ccc(F)cc3)o2)c1

Screening data: PubChem BioAssay, several laboratories
